Compound activity deposited in PubChem by several laboratories.
L major viab = Leishmania major promastigote growth inhibition; Leishmania major promastigotes, resazurin fluorescence viability; inhibition, % at 10 µM; 9% of 200,000 active; AID 1063; in the data active = inhibition above about 50%;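 also: promastigotes grown with compound for 44 hours at 28 °C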
bIAP inhibitor = intestinal alkaline phosphatase (bovine) inhibition; 190,000 tested, under 10 active; inhibition, % at 20 µM; AID 1019; purified bovine IAP, CDP-star luminescence, 30 min;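 active = over 50% inhibition of intestinal alkaline phosphatase at 20 µM in the single-dose screen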
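Assay system – bovine IAP enzyme · Quantity – bovine IAP at 1/65,000,000 final dilution · Detection – CDP-star luminescence signal · Times – 30 min reaction at room temperature · Also added – CDP-star substrate at 30 µM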
Diaph inh CS = diaphorase inhibition or chemical oxidation counter-screen; diaphorase resazurin-to-resorufin fluorescence, NADH, 16 min; bacterial (C. kluyveri) enzyme, not human; inhibition, % at 20 µM; 0.69% of 190,000 active;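 active = primary screen inhibition at 20 µM above a set limit, cut at about 50% in these data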;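 also: plate controls were DMSO with full reaction for no effect and wells lacking NADH for full effect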
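Test system: Clostridium kluyveri diaphorase enzyme / Quantity: diaphorase at 0.14 U/mL in enzyme working solution / Incubation: 16-min room-temperature incubation before reading / Benchmarks: NADH-free wells as positive control, DMSO-only neutral wells / Signal: resorufin fluorescence 544/590 nm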
TNAP inh hiacc = TNAP (human) inhibition, high acceptor. purified TNAP, CDP-star luminescence, 1 M DEA. P05186. 0.03% of 200,000 active. inhibition, % at 20 µM;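 active = over 50% inhibition of tissue-nonspecific alkaline phosphatase at 20 µM in the single-dose screen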;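 also: plate controls were DMSO wells for no effect and EDTA-quenched wells as full inhibition for full effect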
Target sequence (P05186 whole entry, looked up): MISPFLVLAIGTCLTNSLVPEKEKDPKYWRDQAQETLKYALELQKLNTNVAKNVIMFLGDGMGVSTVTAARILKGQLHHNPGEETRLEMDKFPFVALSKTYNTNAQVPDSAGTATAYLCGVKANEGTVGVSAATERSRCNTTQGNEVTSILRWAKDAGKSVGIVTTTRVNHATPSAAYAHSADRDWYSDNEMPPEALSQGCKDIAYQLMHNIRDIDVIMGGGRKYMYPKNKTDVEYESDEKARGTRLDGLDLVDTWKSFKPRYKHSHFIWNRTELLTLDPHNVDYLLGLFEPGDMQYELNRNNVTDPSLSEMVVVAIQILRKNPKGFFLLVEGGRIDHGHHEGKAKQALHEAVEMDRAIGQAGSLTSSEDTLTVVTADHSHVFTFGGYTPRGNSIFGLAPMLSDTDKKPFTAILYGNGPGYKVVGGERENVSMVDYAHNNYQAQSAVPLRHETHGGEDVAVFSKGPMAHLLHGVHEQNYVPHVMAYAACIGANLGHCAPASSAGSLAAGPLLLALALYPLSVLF
bIAP act = increases bovine intestinal alkaline phosphatase activity; purified bovine IAP, CDP-star luminescence, 30 min; hits give high values; fold of DMSO-control signal, blank-subtracted; activation factor at 20 µM; 0.17% of 200,000 active; AID 1016;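 active = activation factor of 2 or more at 20 µM, a signal rise over negative controls twice the positive control's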
Diaph act CS = activates diaphorase or chemically reduces, flagging diaphorase assay artifacts | Diaphorase/resazurin coupled assay, resorufin fluorescence, 16 min; hits give high values; 1 = vehicle wells, 0 = NADH-free wells | 0.005% of 190,000 active | AID 1229 | activation factor at 20 µM;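 active = diaphorase activity raised at least twofold by the compound at 20 µM; inactive = activation factor below 2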
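Material: Clostridium kluyveri diaphorase, purified enzyme; Quantity: enzyme 0.07 U/mL final; Medium: HEPES pH 7.4 buffer with MgCl2 and Tween 20; Dosing: single compound dose of 20 µM, 1% DMSO final; Schedule: 16 min reaction at room temperature; Measured by: red resorufin fluorescence at 544/590 nm excitation/emission.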
TNAP inh noacc = TNAP (human) inhibition, acceptor-free conditions | P05186 | purified TNAP, CDP-star luminescence, 30 min | inhibition, % at 20 µM | 0.26% of 200,000 active;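 active = tissue-nonspecific alkaline phosphatase inhibition above about 50% at 20 µM in the single-dose screen, limit read from the data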;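 also: 0% = DMSO negative control and 100% = EDTA positive control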
TNAP act hi DEA = activators of human TNAP at high phosphate acceptor concentration; P05186; purified TNAP, CDP-star luminescence, 1 M DEA, 30 min; hits give high values; 0 = EDTA background, 1 = DMSO-only activity; activation factor at 20 µM; 200,000 tested, under 10 active;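 active = activation factor at least 2 at 20 µM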
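Control set: EDTA negative control, DMSO positive control / Assay system: human TNAP / Quantity: TNAP 1/800 final / Evaluation: TNAP activation factor scaled between EDTA and DMSO control wells / Measured by: luminescent substrate turnover signal / Compound dosing: one dose, 20 µM / Times: 30 min enzyme reaction at room temperature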
PMI activator = phosphomannose isomerase (human) activation; purified human PMI, coupled resazurin fluorescence, 20 min; hits give high values; 1 = vehicle control, 0 substrate-free wells; P34949; activation factor at 20 µM; 0.005% of 190,000 active;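 active = activation factor of 2 or more at 20 µM, relative to plate controls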
Target sequence (P34949 whole entry, looked up): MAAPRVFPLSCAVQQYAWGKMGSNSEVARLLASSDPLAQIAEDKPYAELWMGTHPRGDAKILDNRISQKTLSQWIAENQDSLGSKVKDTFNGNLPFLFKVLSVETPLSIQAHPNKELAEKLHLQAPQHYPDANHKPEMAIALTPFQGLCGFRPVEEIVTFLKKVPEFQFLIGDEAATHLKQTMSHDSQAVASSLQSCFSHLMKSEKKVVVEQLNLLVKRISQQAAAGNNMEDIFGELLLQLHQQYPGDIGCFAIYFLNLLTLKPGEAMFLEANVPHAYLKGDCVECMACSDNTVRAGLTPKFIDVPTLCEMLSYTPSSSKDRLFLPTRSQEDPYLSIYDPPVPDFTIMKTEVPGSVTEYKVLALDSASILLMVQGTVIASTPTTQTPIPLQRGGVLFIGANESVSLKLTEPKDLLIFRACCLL
PMI act hi M6P = activators of human phosphomannose isomerase at near-saturating mannose 6-phosphate; P34949; coupled PMI enzyme assay, resazurin fluorescence, 20 min; hits give high values; 1 = untreated enzyme, 0 = substrate-free blank; activation factor at 20 µM; 0.34% of 190,000 active; AID 1216;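 active = activation factor of 2 or more at 20 µM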
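Test system: human phosphomannose isomerase with PGI, G6PDH, diaphorase coupling enzymes / Doses: 20 µM compound, 1% DMSO / Times: enzyme reaction with compound 20 min at room temperature / Measured by: Diaphorase-driven resazurin-to-resorufin fluorescence, excitation 544, emission 590 nm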
Active calls of the source: *.

Screens in order – L major viab	bIAP inhibitor	Diaph inh CS	TNAP inh hiacc	bIAP act	Diaph act CS	TNAP inh noacc	TNAP act hi DEA	PMI activator	PMI act hi M6P
Cc1ccccc1S(=O)(=O)Cc1ccc(C(=O)NCCN2CCCCC2C)o1 (stereo unspecified)
    1	-9	0	-2	1.1	1	-8	1	0.9	0.9
CC(C)(C)C(=O)Nc1nc2ccc(S(C)(=O)=O)cc2s1
    -6	-11	-14	0	1.1	1.1	-1	1	1.1	1
CC(C)C(=O)Nc1c2c(nc3c1CCC3)CCCC2
    -6	2	6	-6	1	0.9	-14	1.1	1.1	1
Cc1ccc(-c2noc(=O)n2CC(=O)c2ccc(Cl)cc2)cc1
    21	-6	8	-1	1.1	0.9	-2	1	0.8	0.9
CC1=NN(c2nc(-c3ccc(C)cc3)cs2)C(=O)C1N=Nc1ccc(C(N)=O)cc1 (stereo unspecified)
    -6	-1	8	23	1	0.9	4	0.8	0.9	0.9
CCCS(=O)(=O)c1nc(S(=O)(=O)c2ccc(C)cc2)c(NCc2ccc3c(c2)OCO3)s1
    62*	-21	10	-1	1.2	0.9	-8	1	0.9	1
Nn1c(SCC(=O)NC2CCCC2)nnc1-c1ccccc1F
    -6	4	-8	-5	1	1.1	-12	1	1	1.1
CC(C)C(=O)OCc1cn(-c2ccc(Cl)c(Cl)c2)nn1
    -8	-6	9	-3	1.1	0.9	-8	1	0.9	0.9
COc1ccc(-c2nc(=S)c3c([nH]2)Oc2ccc(C)cc2C3)cc1O
    97*	12	2	-9	0.9	1	-9	1.1	1.8	2.1*
CCCCCC1(C(=O)OCC)CC(CSC(=N)N)OC1=O (stereo unspecified)
    8	28	13	-1	0.7	0.9	16	1	0.9	1
Cc1cs/c(=N/C(=S)Nc2ccccc2)n1C
    -5	-23	10	0	1.2	0.9	-4	1	0.8	0.9
NC(=O)C1CCN(CC(=O)N2c3ccccc3CCc3ccccc32)CC1
    2	1	7	-4	1	0.9	-5	1	1	1
Cc1cccc(C)c1NC(=O)COC(=O)COc1ccc2c(C)cc(=O)oc2c1
    -5	-31	-3	2	1.3	1	-35	1	1	1.1
CC(CNC(=O)c1ccc2c(c1)OCO2)c1ccc([N+](=O)[O-])cc1 (stereo unspecified)
    15	5	9	-1	0.9	0.9	-12	1	1	1
Cc1c(Cc2ccc3c(c2)OCO3)sc(NC(=O)c2cccc3ccccc23)c1C(N)=O
    -5	22	21	-2	0.8	0.8	-9	1	0.4	0.7
O=C(O)CSc1nnc(-c2ccc(S(=O)(=O)N3CCCC3)cc2)n1Cc1ccco1
    -3	1	3	-4	1	1	7	1	1.1	1.1
COc1ccc(C2C(C(=O)Nc3ccccc3OC)=C(C)Nc3ncnn32)cc1 (stereo unspecified)
    -1	5	12	-6	0.9	0.9	5	1.1	1	0.9
CCOC(=O)C1C(=O)CC(C)(O)C(C(=O)OCC)C1c1ccc(Br)o1 (stereo unspecified)
    -3	-10	0	-3	1.1	1	-5	1	1	1.1
CN(C)S(=O)(=O)c1ccc(Cl)c(NC(=O)COC(=O)CCSc2ccccc2)c1
    -7	19	24	-4	0.8	0.8	-6	1	0.9	1
CCOC(=O)c1cnn2c(C)cc(-c3ccccc3)nc12
    -2	-6	12	0	1.1	0.9	-4	1	0.9	1
COc1ccc(Cc2nnc(-c3cccc(C)c3)o2)cc1OC
    5	-6	-2	-1	1.1	1	-8	1	1	1
COC(=O)CNC(=O)CCc1nnc(C2(c3ccc(Cl)cc3)CCC2)o1
    -9	-5	8	-6	1	0.9	-9	1.1	1	1
COC(=O)C1=C(C(=O)OC)SC(=C2C(=S)C(C)(C)N(C(=O)C(C)C)c3ccccc32)S1
    7	39	18	16	0.6	0.8	17	0.8	0.3	0.5
Fc1ccc(NC(=S)Nc2cccc(Cl)c2)cc1
    46	19	6	0	0.8	0.9	22	1	0.9	1
Clc1ccc(Oc2nc(N3CCOCC3)nc(N3CCOCC3)n2)cc1
    -2	-1	9	-1	1	0.9	-7	1	0.9	1
Cn1cnnc1SCc1ccc(C#N)cc1Cl
    -3	4	13	-3	1	0.9	-13	1	0.9	1
COc1cc(C)c(NC(=S)Nc2cccc(Cl)c2)cc1OC
    13	10	24	-1	0.9	0.8	-7	1	0.8	0.8
O=C(CNC(=O)c1ccco1)N/N=C/c1ccc(O)c([N+](=O)[O-])c1
    38	18	16	8	0.8	0.8	9	0.9	0.8	0.9
Cc1cccc(N/C=C(\[N+](=O)[O-])S(=O)(=O)c2ccccc2)c1
    -7	-5	6	-5	1.1	0.9	-6	1	1.1	1.1
COc1ccc(OC)c(NC(=O)C(=O)NCc2ccncc2)c1
    42	9	7	1	0.9	0.9	-8	1	0.9	0.9

The last three compounds of the part before come first, to join the parts.
Key to letters – A = L major viab; B = bIAP inhibitor; C = Diaph inh CS; D = TNAP inh hiacc; E = bIAP act; F = Diaph act CS; G = TNAP inh noacc; H = TNAP act hi DEA; I = PMI activator; J = PMI act hi M6P
O=C(CNC(=O)c1ccco1)N/N=C/c1ccc(O)c([N+](=O)[O-])c1
  A: 38	B: 18	C: 16	D: 8	E: 0.8	F: 0.8	G: 9	H: 0.9	I: 0.8	J: 0.9
Cc1cccc(N/C=C(\[N+](=O)[O-])S(=O)(=O)c2ccccc2)c1
  A: -7	B: -5	C: 6	D: -5	E: 1.1	F: 0.9	G: -6	H: 1	I: 1.1	J: 1.1
COc1ccc(OC)c(NC(=O)C(=O)NCc2ccncc2)c1
  A: 42	B: 9	C: 7	D: 1	E: 0.9	F: 0.9	G: -8	H: 1	I: 0.9	J: 0.9
O=C(NCc1cccs1)C12CC3CC(CC(C3)C1)C2
  A: -7	B: -6	C: 19	D: 1	E: 1.1	F: 0.8	G: -4	H: 1	I: 1	J: 0.9
CCc1nnc(NC(=O)c2ccc(S(=O)(=O)N3CCCCCC3)cc2)s1
  A: 0	B: 0	C: 0	D: -8	E: 1	F: 1	G: -12	H: 1.1	I: 1.1	J: 1.1
Cn1c(CSc2nc3ccccc3s2)nnc1SCC(=O)NCCCN1CCOCC1
  A: -5	B: 1	C: 1	D: -3	E: 1	F: 1	G: -11	H: 1	I: 1.1	J: 1.1
O=C(COc1ccc(Cl)cc1)OCC(=O)N1CCCC1
  A: -2	B: 6	C: 12	D: -8	E: 0.9	F: 0.9	G: -6	H: 1.1	I: 1	J: 0.9
CSCCC(NS(=O)(=O)c1ccccc1F)C(=O)NC(C)c1ccccc1 (stereo unspecified)
  A: 1	B: -13	C: 4	D: -2	E: 1.1	F: 1	G: -10	H: 1	I: 1	J: 1
CCc1cc2c3c(c(=O)oc2cc1OC)CCCC3
  A: -7	B: 17	C: 17	D: -1	E: 0.8	F: 0.8	G: -12	H: 1	I: 0.9	J: 0.9
O=C(c1ccccc1)c1ccc(N2CCCC2)cc1
  A: 34	B: 12	C: 28	D: -7	E: 0.9	F: 0.7	G: -4	H: 1.1	I: 0.9	J: 0.7
Cc1cc(NC(=O)c2nn3cccnc3c2Cl)no1
  A: -3	B: 21	C: 5	D: -4	E: 0.8	F: 0.9	G: 50	H: 1	I: 1	J: 1
CSCCC(NC(=O)c1ccc(Cl)cc1)C(=O)OCC(=O)Nc1cc(Cl)ccc1C#N (stereo unspecified)
  A: 54*	B: 3	C: 26	D: 0	E: 1	F: 0.7	G: -3	H: 1	I: 0.9	J: 0.9
COCCNC(=O)c1onc(CSc2cccc(Cl)c2)c1C(=O)O
  A: -6	B: 2	C: 0	D: -4	E: 1	F: 1	G: -10	H: 1	I: 1	J: 1.1
COc1ccc(Sc2nc(-c3ccccc3)ncc2C(=O)O)cc1
  A: -6	B: 4	C: 11	D: -3	E: 1	F: 0.9	G: -3	H: 1	I: 1.1	J: 1
O=C(O)C1C2C=CC3(O2)C1C(=O)N1c2ccccc2COC13 (stereo unspecified)
  A: -4	B: 10	C: -4	D: 0	E: 0.9	F: 1	G: -9	H: 1	I: 1	J: 1
O=C(CCc1n[nH]c(=O)[nH]c1=O)N1CCCCC1
  A: -6	B: 4	C: 9	D: -3	E: 1	F: 0.9	G: -10	H: 1	I: 0.8	J: 0.8
COC(=O)NNC(=O)Cc1cccc2ccccc12
  A: -6	B: 0	C: 8	D: 1	E: 1	F: 0.9	G: -6	H: 1	I: 1.1	J: 1.1
CC(C)(C)NCC(O)COc1ccccc1C(=O)CCc1ccccc1 (stereo unspecified)
  A: 25	B: 7	C: 3	D: -4	E: 0.9	F: 1	G: -14	H: 1	I: 1	J: 1

As entered above.
Value for COc1ccc(OC)c(NC(=O)C(=O)NCc2ccncc2)c1 in PMI activator: 0.9
Value for CC(C)(C)NCC(O)COc1ccccc1C(=O)CCc1ccccc1 (stereo unspecified) in bIAP act: 0.9
Value for CCOC(=O)c1cnn2c(C)cc(-c3ccccc3)nc12 in bIAP act: 1.1

(listing goes on)
Key to letters – A = L major viab; B = bIAP inhibitor; C = Diaph inh CS; D = TNAP inh hiacc; E = bIAP act; F = Diaph act CS; G = TNAP inh noacc; H = TNAP act hi DEA; I = PMI activator; J = PMI act hi M6P
CCCCCOC(=O)C(C)c1c(C)[nH]c(=S)[nH]c1=O (stereo unspecified)
  A: -4	B: 31	C: 14	D: -7	E: 0.7	F: 0.9	G: -9	H: 1.1	I: 1	J: 1
Cc1c(C(=O)N2CCCCCC2)oc2ccccc12
  A: 0	B: 5	C: 9	D: 0	E: 0.9	F: 0.9	G: -8	H: 1	I: 1	J: 1
COc1ccccc1C(=O)n1nc(-c2ccccc2)nc1NCc1ccco1
  A: 9	B: 8	C: 29	D: -1	E: 0.9	F: 0.7	G: 17	H: 1	I: 0.8	J: 0.7
O=c1cc(CN2CCN(c3ccccn3)CC2)nc2sccn12
  A: 1	B: -14	C: 14	D: 1	E: 1.1	F: 0.9	G: -3	H: 1	I: 0.9	J: 0.9
CCc1cc(=O)oc2cc(OCC=C(C)C)ccc12
  A: 8	B: -19	C: 13	D: 1	E: 1.2	F: 0.9	G: -9	H: 1	I: 1	J: 0.9

Compounds shown so far with a cyano group (two):
Key to letters – A = L major viab; B = bIAP inhibitor; C = Diaph inh CS; D = TNAP inh hiacc; E = bIAP act; F = Diaph act CS; G = TNAP inh noacc; H = TNAP act hi DEA; I = PMI activator; J = PMI act hi M6P
Cn1cnnc1SCc1ccc(C#N)cc1Cl
  A: -3	B: 4	C: 13	D: -3	E: 1	F: 0.9	G: -13	H: 1	I: 0.9	J: 1
CSCCC(NC(=O)c1ccc(Cl)cc1)C(=O)OCC(=O)Nc1cc(Cl)ccc1C#N (stereo unspecified)
  A: 54*	B: 3	C: 26	D: 0	E: 1	F: 0.7	G: -3	H: 1	I: 0.9	J: 0.9
